# Screens deposited in PubChem by National Center for Advancing Translational Sciences (NCATS).
# D1 potentiator: potentiators of human D1 dopamine receptor. AID 504651. HEK293 TREx D1 cells, calcium flux, dopamine EC20 potentiation. P21728. hit rate 0.036% among 360,000. potentiation, % at 10 µM; in the data active means potentiation above about 30%; further: 0% is about no effect
# RXFP1 antagonist: blocks the human relaxin receptor RXFP1; Q9HBX9; HEK293-RXFP1, relaxin-stimulated cAMP HTRF, 30 min; active compounds read low; activity change, negative = inhibition, % at 57.5 µM; hit rate 0.59% among 350,000; AID 1259400;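 active means activity change of -60% or lower, but not beyond a set lower limit; inconclusive means change between -60% and -40%, or beyond the set limit; inactive means change above -40%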; further: on the % scale 0 is the no-effect control and ±100 the full control effect
# Anesthetic bind: candidate novel general anesthetic via apoferritin binding; Potency, µM (top dose mostly 77.5 µM), inactives show at the highest dose activity change, negative = displacement, most hits filed as inhibitors; apoferritin/1-aminoanthracene competitive binding, fluorescence; hit rate 0.074% among 350,000; P02791; further: potency means the concentration at half of the fitted maximal effect; on the % scale 0 is the no-effect control and ±100 the full control effect; nearly all actives have a fitted effect of over 20% in size
# Target sequence (P02791 2-175 limits assumed): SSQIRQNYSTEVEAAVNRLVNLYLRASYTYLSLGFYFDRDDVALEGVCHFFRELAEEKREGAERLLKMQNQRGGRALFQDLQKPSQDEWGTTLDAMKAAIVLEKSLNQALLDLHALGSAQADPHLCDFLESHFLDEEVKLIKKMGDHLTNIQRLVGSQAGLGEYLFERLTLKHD
#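 Read-out: endpoint 1-AMA fluorescence, excitation 380 nm and emission 535 nm, after compounds sit 10 min at room temperature with 10 uM horse-spleen apoferritin in 50% saturated 1-AMA/PBS. Values come from four-parameter Hill fits.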
# TRHR agonist: activates the human TRH receptor; AID 493084; activation, % at 2 µM; hit rate 0.18% among 360,000; TRHR cells, calcium flux fluo-8, FDSS agonist mode; in the data active means activation above about 30%; further: 0% is about no effect
# Target sequence (P34981 whole entry, looked up): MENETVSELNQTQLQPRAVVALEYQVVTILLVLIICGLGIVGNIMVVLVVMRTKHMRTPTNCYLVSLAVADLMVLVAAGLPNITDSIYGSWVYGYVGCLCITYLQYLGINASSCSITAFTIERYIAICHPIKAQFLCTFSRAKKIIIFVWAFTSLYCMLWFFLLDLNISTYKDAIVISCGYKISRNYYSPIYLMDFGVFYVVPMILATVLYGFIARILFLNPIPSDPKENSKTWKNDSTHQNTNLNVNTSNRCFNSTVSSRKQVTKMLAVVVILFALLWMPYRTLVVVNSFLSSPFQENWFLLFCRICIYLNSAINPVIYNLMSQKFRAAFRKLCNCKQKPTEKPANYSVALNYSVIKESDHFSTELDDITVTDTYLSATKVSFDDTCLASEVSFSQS
#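 Steps: seed TRHR cells overnight; add fluo-8 no-wash Ca dye, RT 30 min–1.5 h; record 10 s baseline; pin-transfer compounds; monitor fluorescence 1 cycle/s for the agonist window. Calcium increases flag candidate agonists.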
# D2 PAM: D2 dopamine receptor (human) potentiation. HEK293 T-REx D2, calcium flux, EC20 dopamine potentiation. hit rate 0.34% among 340,000. AID 485347. potentiation, % at 10 µM. P14416;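 active means potentiation over 3 SD above the plate norm, cut at about 30% in these data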; further: 0% is about no effect
# Target sequence (P14416 whole entry, looked up): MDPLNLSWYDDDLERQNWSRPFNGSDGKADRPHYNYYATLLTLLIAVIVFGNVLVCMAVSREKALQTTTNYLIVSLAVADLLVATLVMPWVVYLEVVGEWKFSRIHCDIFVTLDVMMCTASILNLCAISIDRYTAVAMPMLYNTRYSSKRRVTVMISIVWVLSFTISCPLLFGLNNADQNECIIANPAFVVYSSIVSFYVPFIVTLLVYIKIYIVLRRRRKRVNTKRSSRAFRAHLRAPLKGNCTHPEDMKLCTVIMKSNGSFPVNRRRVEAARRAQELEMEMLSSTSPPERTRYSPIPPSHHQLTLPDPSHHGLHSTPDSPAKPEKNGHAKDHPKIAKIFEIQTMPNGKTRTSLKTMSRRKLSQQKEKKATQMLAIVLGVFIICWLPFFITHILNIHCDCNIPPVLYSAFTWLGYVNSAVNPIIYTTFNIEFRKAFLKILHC
#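 Tetracycline-induced Hek293 Trex D2 cells, force-coupled to calcium, loaded with no-wash calcium dye. Compound added with 180 s kinetic read for agonism, then EC20 dopamine and a further 180 s read for potentiation.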
# TRHR enhancer: TRH receptor (human) allosteric enhancement. hit rate 0.66% among 360,000. TRHR cells, fluo-8 calcium fluorescence, EC20 TRH enhancement. enhancement, % at 2 µM. AID 493056. P34981; in the data active means enhancement above about 30%; further: 0% is about no effect
#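 Enhancer read-out: after compound pinning and an initial kinetic agonist-mode read, an EC20 of TRH (10 nM final) was injected and fluo-8 calcium signal (Ex 480/Em 530) followed at 1 s/cycle for 100 cycles in TRHR-expressing cells.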
# D1 antag: human D1 dopamine receptor antagonism; P21728; HEK293 TREx D1 cells, calcium flux, dopamine EC80; active compounds read low; activity change, negative = inhibition, % at 10 µM; hit rate 3.2% among 360,000; in the data active means activity change below about -30%; further: on the % scale 0 is the no-effect control and ±100 the full control effect
#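 Using tetracycline-induced force-coupled D1 Hek293 cells and a calcium dye, signals were followed for 180 s after compound, then for 180 s after EC80 dopamine, to detect inhibitors.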
# D1 agonist: agonists of human D1 dopamine receptor; hit rate 1% among 360,000; P21728; activation, % at 2 µM; HEK293 T-REx D1 cells, calcium flux, agonist mode; in the data active means activation above about 30%; further: 0% is about no effect
#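 Inducible HEK293 T-REx D1 cells, force-coupled to calcium signalling, were plated at 4000 cells/well with tetracycline and held overnight at 30 C. After no-wash calcium dye loading, compound-evoked calcium rise over 180 s flagged agonists.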
# RXFP1 agonist: RXFP1 (human) receptor agonism | HEK293T-RXFP1 cAMP TR-FRET, 30 min; response scale: percent of porcine relaxin response, buffer zero | Q9HBX9 | hit rate 0.3% among 370,000 | AID 2676 | Potency, µM (titrated, usually from 57.5 µM), for inactives: at the top dose activation, actives largely listed as activators; further: potency means the concentration at half of the fitted maximal effect; on the % scale 0 is the no-effect control and ±100 the full control effect; nearly all actives have a fitted effect of over 60% in size; many of its hits are not listed in these tables
#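 HEK293 cells stably expressing RXFP1, treated 30 min at 37C with compounds plus PDE4 inhibitor Ro 20174; cAMP measured by HTRF TR-FRET. Normalized to buffer and 29 nM porcine relaxin; EC50 by Hill fit.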
# Active calls of the source: *; ? = inconclusive; . = no result given; [ ] = dose if it differs, or a comment. Unless noted, the call rests on the fitted dose curve; in most records, active means well fitted curve in the direction sought with a large enough effect; inconclusive means small, poorly fitted or top-dose-only effect, or another doubt; inactive means no such curve, though single readings can be large; an effect the other way counts as inactive or inconclusive. Some of the compounds tested; count on the stated rates, not on these rows.
# Codes – A = D1 potentiator; B = RXFP1 antagonist; C = Anesthetic bind; D = TRHR agonist; E = D2 PAM; F = TRHR enhancer; G = D1 antag; H = D1 agonist; I = RXFP1 agonist
COCCNC(=O)/C(C#N)=C/c1ccc2c(c1)OCO2
  A = -8; B = 0; C = -14%; D = -0.2; E = 11; F = 4; G = -1; H = 1; I = 0.6%
CCOc1ccc(OCC(=O)Nc2nccs2)cc1
  A = -3; B = 6; C = -17%; D = -0.6; E = -3; F = 2; G = -10; H = 2; I = 2.6%
Cc1cccc(-n2nnc(C(=O)NCc3ccccc3)c2N)c1
  A = -4; B = 4; C = -15%; D = -0.4; E = .; F = 2; G = 2; H = 2; I = 0.2%
CC(=O)Oc1cc(O)c2c(c1)OC(c1ccc(OC(C)=O)c(OC(C)=O)c1)C(OC(C)=O)C2=O (stereo unspecified)
  A = -3; B = -3; C = 17%; D = 0.1; E = -3; F = -3; G = 0; H = 3; I = 0.3%
CN1CCN(c2ccc(NC(=O)c3ccc(-c4cccc([N+](=O)[O-])c4)o3)cc2)CC1
  A = -11; B = -26; C = ?; D = -0.5; E = 0; F = -3; G = .; H = -1; I = 0.0%
COc1cccc(OC)c1C(=O)NC(C)c1ccccc1 (stereo unspecified)
  A = -9; B = 8; C = -6%; D = -0.7; E = 16; F = -3; G = 8; H = 3; I = 0.5%
O=C(CSc1nc2[nH]ncc2c(=O)[nH]1)Nc1ccccc1
  A = 6; B = -2; C = 1%; D = -0.1; E = -5; F = -3; G = -13; H = 1; I = 0.1%
Cc1ccc(C)c(N2C(=O)CS/C2=N\NC(=O)c2ccccc2Cl)c1
  A = 1; B = 12; C = -5%; D = 0.6; E = 5; F = 0; G = 1; H = 0; I = 0.6%
CNC(=O)c1cc(S(=O)(=O)Nc2ccc3c(c2)OCCO3)ccc1C
  A = -6; B = 14; C = -2%; D = 0.7; E = 5; F = 6; G = -10; H = 2; I = 3.3%
O=c1c2ccccc2nc(SCc2ccccc2)n1CC1CCCO1 (stereo unspecified)
  A = 1; B = -4; C = -1%; D = 0.4; E = 23; F = 5; G = 2; H = 8; I = -0.1%
Cc1ccc(NC(=O)c2ccc(NS(=O)(=O)c3cccc4cccnc34)cc2)cc1
  A = 11; B = -4; C = -14%; D = 0.4; E = -3; F = 1; G = -2; H = 2; I = 1.6%
Cc1nc(-c2ccc(NC(=O)C(C)(C)C)cc2)c(-c2ccccc2)o1
  A = -3; B = -22; C = 3%; D = -0.6; E = 6; F = 3; G = 3; H = 1; I = 4.3%
O=C(Nc1cc(C(=O)N2CCCC2)ccc1N1CCCC1)c1ccccc1
  A = 2; B = -26; C = -4%; D = -0.3; E = 2; F = 3; G = -5; H = 1; I = 0.1%
CCOC(=O)Cc1csc(/N=C/c2c(O)n(-c3ccc(C)cc3C)c(=O)c3ccccc23)n1
  A = -10; B = -15; C = 120%[activator]; D = 4.0; E = .; F = -2; G = 2; H = -2; I = 2.0%
CCN(CC)CC(O)CCCCCCCCC(=O)OC (stereo unspecified)
  A = -1; B = -4; C = 9%; D = -0.5; E = 8; F = 3; G = 31; H = 3; I = -4.4%
O=C(COC(=O)c1cccc(S(=O)(=O)N2CCCC2)c1)Nc1ccccc1C(F)(F)F
  A = -3; B = -8; C = .; D = 0.0; E = 2; F = -9; G = -33*; H = 8; I = 0.2%
C/C(=N\Nc1ccc(S(=O)(=O)Nc2ccc(Cl)cc2)cc1[N+](=O)[O-])c1ccc(N2CCOCC2)cc1
  A = 5; B = -1; C = -11%; D = 0.2; E = 7; F = -1; G = 6; H = -1; I = 2.7%
O=C(CCn1c(=O)[nH]c2ccccc2c1=O)NCCSCc1ccccc1
  A = -3; B = -18; C = -6%; D = -1.2; E = 20; F = -4; G = -6; H = 0; I = -0.3%
O=C(CC1SC(=Nc2ccccc2F)N(CCN2CCOCC2)C1=O)Nc1ccc(F)cc1F (stereo unspecified)
  A = -4; B = -3; C = -9%; D = 1.9; E = 4; F = -2; G = -12; H = 10; I = 0.7%
CC(C)c1ccc2oc(=O)cc(CN3CCN(c4ccccc4)CC3)c2c1
  A = -6; B = -13; C = -12%; D = 0.0; E = -9; F = -7; G = -2; H = 1; I = 0.8%
COC(=O)c1ccc(C(=O)OCc2nc3cc4ccccc4cc3[nH]2)cc1
  A = -3; B = 10; C = -15%; D = -0.4; E = -1; F = -8; G = -14; H = -3; I = 2.0%
CCOc1ccc(Cn2c(CNS(=O)(=O)c3cccs3)nc3cccnc32)cc1
  A = -2; B = -11; C = -4%; D = 0.0; E = 17; F = 3; G = 20; H = 0; I = 3.0%
CC12CCC(C(=O)Nc3ccccc3Cl)(C(Br)C1=O)C2(C)C (stereo unspecified)
  A = 0; B = 10; C = -15%; D = -1.1; E = -8; F = 3; G = 0; H = 1; I = -1.7%
Nc1c(C(=O)NCCc2ccccc2)sc2nc(N3CCOCC3)c3c(c12)CCCC3
  A = 1; B = 6; C = 5%; D = 0.8; E = -4; F = 0; G = 8; H = 4; I = ?
CCCC(=O)Nc1c(O)c2ccccc2[nH]c1=O
  A = -1; B = -9; C = -8%; D = 0.7; E = -6; F = -4; G = 0; H = 2; I = 0.2%

# The listing continues:
# Codes – A = D1 potentiator; B = RXFP1 antagonist; C = Anesthetic bind; D = TRHR agonist; E = D2 PAM; F = TRHR enhancer; G = D1 antag; H = D1 agonist; I = RXFP1 agonist
Cc1ccc(C(=O)CN2C(=O)c3ccccc3S2(=O)=O)cc1
  A = -9; B = -18; C = -4%; D = -0.7; E = 8; F = -1; G = -11; H = 3; I = 5.5%
COC(=O)c1cc(NC(=O)c2cccnc2)ccc1N1CCOCC1
  A = -1; B = -22; C = -2%; D = -0.2; E = .; F = -2; G = 1; H = 7; I = -0.1%
CSc1ccc(CCCCCCOC(=O)C(C)(C)C)cc1
  A = -2; B = .; C = .; D = -0.2; E = 15; F = 4; G = .; H = 1; I = 0.9%
CCOC(=O)c1ccc(N(C(=O)c2ccco2)C(C(=O)NC2CCCC2)c2ccncc2)cc1 (stereo unspecified)
  A = 0; B = -1; C = -1%; D = -0.5; E = 5; F = -3; G = 2; H = -1; I = 0.9%
O=C(NC(Cc1ccccc1)c1ccc2c(c1)OCCCO2)c1ccccc1 (stereo unspecified)
  A = 7; B = 12; C = -16%; D = -0.2; E = -2; F = -1; G = 1; H = 6; I = 2.5%
CCOc1cc(Br)cc(/C=N/NC(=O)c2cccnc2)c1O
  A = 5; B = -23; C = -10%; D = 3.9; E = 14; F = 2; G = 0; H = 10; I = 5.0%
COc1cccc2sc(N(CCN(C)C)C(=O)c3ccc4c(c3)CCCC4)nc12
  A = 2; B = -69*; C = -20%; D = 0.8; E = -25; F = 2; G = 0; H = 10; I = 1.2%
CCOc1cc(C(=O)OCC(=O)c2cc(C)n(CC3CCCO3)c2C)ccc1OCC(=O)N1CCOCC1 (stereo unspecified)
  A = -1; B = 1; C = -6%; D = 2.4; E = -3; F = 38*; G = 3; H = 5; I = 1.5%
O=C(Nc1ccon1)c1csc2c1CCCC2
  A = -6; B = -11; C = ?; D = -1.7; E = -14; F = -7; G = -10; H = 0; I = -0.2%
Cc1nc(C)n(CC(=O)N2CCCC(C(=O)c3cccc4ccccc34)C2)n1 (stereo unspecified)
  A = 3; B = -5; C = -12%; D = -0.1; E = 0; F = 1; G = 10; H = 1; I = -1.4%
COc1cccc(C2=NS(=O)(=O)N(C)C(C(=O)Nc3cccc(O)c3)=C2)c1
  A = -4; B = -26; C = ?; D = 0.1; E = -2; F = -4; G = -4; H = 4; I = 0.1%
CC1(C)NC(=O)N(CC(O)COc2cccc(F)c2)C1=O (stereo unspecified)
  A = 4; B = .; C = 0%; D = -0.2; E = 0; F = -8; G = -19; H = -3; I = 1.1%
CCOc1ccc(C2N(c3ccc(F)cc3)C(=O)C3CCCN32)cc1OC (stereo unspecified)
  A = .; B = -3; C = -7%; D = 0.3; E = 3; F = -3; G = -6; H = 4; I = -0.9%
COC(=O)CN(c1cc(OC)ccc1OC)S(=O)(=O)c1ccc(OC)c(OC)c1
  A = -4; B = 3; C = -5%; D = -0.2; E = 7; F = 0; G = 19; H = 1; I = 1.4%
CCc1ccc(NC(=O)C2CCN(c3ccc(Sc4ccc(C)cc4)nn3)CC2)cc1
  A = 1; B = .; C = -7%; D = 0.4; E = 18; F = 16; G = 9; H = 2; I = 14%
O=C(COC(=O)c1cc([N+](=O)[O-])ccc1NCCO)NCc1cccs1
  A = -5; B = -1; C = ?; D = -0.8; E = 2; F = 1; G = -12; H = 2; I = 1.9%
COc1ccc(CNC(=O)N2CCN(S(=O)(=O)c3ccc(C)cc3C)CC2)cc1
  A = 5; B = 2; C = 5%; D = -1.1; E = -2; F = -1; G = -3; H = -5; I = -2.0%
COc1ccc(N2CCN(C(=O)c3cnc(N4CCCC4)nc3C)CC2)cc1
  A = 0; B = -7; C = 38%[activator]; D = -1.0; E = 5; F = -3; G = 0; H = -1; I = 1.7%
CC1=C(C(=O)Nc2ccccc2)C(c2cc(CN3CCOCC3)cs2)C2=C(CCCC2=O)N1 (stereo unspecified)
  A = 2; B = -17; C = -1%; D = 0.2; E = -13; F = -12; G = -6; H = 2; I = 3.3%
CCOC(=O)c1c(NC(=O)/C=C/C(=O)O)sc(C)c1-c1ccc(C(C)(C)C)cc1
  A = -3; B = -9; C = ?; D = -0.3; E = -6; F = 3; G = .; H = -1; I = 2.8%
COc1ccc(OC)c(C2=NS(=O)(=O)N(C)C(C(=O)NCc3cccs3)=C2)c1
  A = -5; B = -20; C = -13%; D = 1.8; E = 22; F = -3; G = -7; H = 41*; I = 2.4%

# Quoted at random: 4 records from the list
# Codes – A = D1 potentiator; B = RXFP1 antagonist; C = Anesthetic bind; D = TRHR agonist; E = D2 PAM; F = TRHR enhancer; G = D1 antag; H = D1 agonist; I = RXFP1 agonist
O=C(NC(Cc1ccccc1)c1ccc2c(c1)OCCCO2)c1ccccc1 (stereo unspecified)
  A = 7; B = 12; C = -16%; D = -0.2; E = -2; F = -1; G = 1; H = 6; I = 2.5%
CCOc1cc(Br)cc(/C=N/NC(=O)c2cccnc2)c1O
  A = 5; B = -23; C = -10%; D = 3.9; E = 14; F = 2; G = 0; H = 10; I = 5.0%
CC1=C(C(=O)Nc2ccccc2)C(c2cc(CN3CCOCC3)cs2)C2=C(CCCC2=O)N1 (stereo unspecified)
  A = 2; B = -17; C = -1%; D = 0.2; E = -13; F = -12; G = -6; H = 2; I = 3.3%
COc1cccc(C2=NS(=O)(=O)N(C)C(C(=O)Nc3cccc(O)c3)=C2)c1
  A = -4; B = -26; C = ?; D = 0.1; E = -2; F = -4; G = -4; H = 4; I = 0.1%
